Source: PubChem BioAssay (National Center for Advancing Translational Sciences (NCATS))
AT treatment = potential ataxia-telangiectasia treatment | Potency, µM (top dose mostly 57.5 µM), inactives show at the highest dose activation, usual class: activators | AID 485349 | […] A-T fibroblasts, KAP-1 phosphorylation AlphaLISA; neocarzinostatin DNA damage 30 min before lysis | hit rate 0.19% among 320,000; further: potency means the concentration at half of the fitted maximal effect; % of control where 0% means no effect; nearly all actives have a fitted effect of over 45% in size
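hTERT-immortalized A-T patient fibroblasts ([…]), 500 cells/well in OPTI-MEM, 1% FBS, got compounds for 60 min, then NCS for 30 min at 37C. Lysates were then assayed for phospho-KAP-1 by AlphaLISA (anti-pKAP1 donor, anti-KAP1 acceptor beads), 6 hr at 25C.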
ASM inhibitor = human S-ASM enzyme inhibition. placental ASM, HMU-PC fluorogenic substrate, 60 min. Potency, µM (series often up to 57.5 µM), for the others: at the highest dose activity change, negative = inhibition, usual class: inhibitors. hit rate 0.006% among 340,000; further: potency means the concentration at half of the fitted maximal effect
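Human placenta-derived ASM preincubated with compound 10 min at room temperature, then reacted with 9 uM (final) fluorogenic HMU-PC substrate for 60 min at 37 C. Stop solution raises pH to 10; fluorescence read at Ex 386/Em 447 nm.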
Menin-MLL TR inh = inhibitors of human menin-MLL interaction, mutant MLL peptide; O00255; Menin + Texas Red MLL mutant peptide, fluorescence polarization; Potency, µM (doses to about 61.6 µM), without a hit: top-dose FP activity change, negative = inhibition, actives largely listed as inhibitors; hit rate 0.23% among 270,000; AID 1768; active means well fitted inhibition curve with a large enough effect in the polarisation, with a control signal flat, not every such curve was filed as active; inconclusive means small, poorly fitted or top-dose-only effect, or effect the other way, or a change in a side signal; inactive means no such curve, though single readings can be large or run the other way; the % refers to the polarisation; further: potency means the concentration at half of the fitted maximal effect; % of control where 0% means no effect; many of its hits are not listed in these tables
Target sequence (O00255 whole entry, looked up): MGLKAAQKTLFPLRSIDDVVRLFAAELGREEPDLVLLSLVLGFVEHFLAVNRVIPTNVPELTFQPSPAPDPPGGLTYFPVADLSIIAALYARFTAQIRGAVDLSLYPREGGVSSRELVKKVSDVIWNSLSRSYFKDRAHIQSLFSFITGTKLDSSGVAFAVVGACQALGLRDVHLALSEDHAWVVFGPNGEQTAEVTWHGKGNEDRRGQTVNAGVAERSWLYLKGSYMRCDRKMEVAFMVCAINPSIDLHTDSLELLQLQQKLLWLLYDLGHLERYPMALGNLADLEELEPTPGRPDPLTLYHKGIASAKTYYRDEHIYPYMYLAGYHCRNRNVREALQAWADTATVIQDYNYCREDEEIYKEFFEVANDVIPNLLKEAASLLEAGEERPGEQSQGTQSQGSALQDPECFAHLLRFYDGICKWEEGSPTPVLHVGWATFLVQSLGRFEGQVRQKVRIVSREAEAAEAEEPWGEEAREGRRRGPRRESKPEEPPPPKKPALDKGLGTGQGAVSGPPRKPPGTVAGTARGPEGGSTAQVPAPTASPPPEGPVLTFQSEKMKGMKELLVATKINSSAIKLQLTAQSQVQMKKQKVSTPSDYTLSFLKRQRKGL
CXXC DNA block = MLL CXXC-DNA interaction inhibition; Potency, µM (doses to about 115 µM), inactives show top-dose activity change, negative = inhibition, usual class: inhibitors; AID 2662; MLL-CXXC / FITC-HOXA9 DNA fluorescence polarization; hit rate 0.037% among 290,000; Q03164; active means well fitted inhibition curve with a large enough effect in the polarisation, with a control signal flat, not every such curve was filed as active; inconclusive means small, poorly fitted or top-dose-only effect, or effect the other way, or a change in a side signal; inactive means no such curve, though single readings can be large or run the other way; the % refers to the polarisation; further: potency means the concentration at half of the fitted maximal effect
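Purified MLL-CXXC (added from a 7 uM solution) was preincubated 5 min at ambient with pinned compounds in 50 mM Tris-HCl pH 7.5, 50 mM NaCl, 1 mM DTT, 0.05% BSA. Fluorescein-labeled HOX-A9 DNA (50 nM solution) followed, 30 min, then polarization read.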
a7 integrin act = activators of alpha7 integrin expression for muscular dystrophy. Potency, µM (doses to about 38.3 µM), inactives show at the highest dose activation, most hits filed as activators. hit rate 0.064% among 350,000. alpha7betagal myoblasts, beta-gal FDG fluorescence, 48 h. AID 624291;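 further: potency means the concentration at half of the fitted maximal effect; 100% = response of the positive control SU9516; nearly all actives have a fitted effect of over 60% in size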
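alpha7betagal+/- myoblasts (passage 13, 250/well) treated 48 h at 37C with compounds at 1:260 dilution of DMSO stock. Lysed, then beta-galactosidase activity read as FDG fluorescence (ex 480/em 540) after 30 min, with pre-read for autofluorescence.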
TSHR antagonist = blocks TSH signaling through the human TSH receptor; AID 504810; P16473; TSHR-expressing cells, TSH-stimulated cAMP HTRF, 2 h; active compounds read low; hit rate 0.2% among 330,000; activity change, negative = inhibition, % at 11.5 µM;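 active means activity change below a set negative limit, meaning inhibition stronger than a set level, cut at about -70% in these data; inconclusive means activity change between two set negative limits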; further: on the % scale 0 is the no-effect control and ±100 the full control effect
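Competitive HTRF cAMP read-out (cryptate anti-cAMP antibody, cAMP-d2; 30 min, room temperature) in freshly harvested TSHR cells. Compounds added before TSH at EC80 (4nM final), followed by 2 hours' incubation at 37 deg C.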
TCR act = T cell receptor activation. primary human leukocytes, anti-CD3, IL-2 HTRF, 48 h. Potency, µM (titrated, usually from 9.22 µM), without a hit: top-dose activation of IL-2 secretion, actives largely listed as activators. 330,000 tested, under 10 active; further: % of control where 0% means no effect
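Primary human leukocytes incubated 48 hr with anti-CD3 beads plus compound, without co-stimulation. Secreted IL-2 measured by HTRF (europium cryptate/d2 anti-IL-2 pair, 320 nm excitation, 665 nm emission).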
TSG101-PTAP inh = blocks PTAP/TSG101 interaction to inhibit HIV-1 budding | Q99816 | Fluorescence polarization, FITC-PTAP peptide / Tsg101 binding | Potency, µM (top dose mostly 115 µM), for the others: at the highest dose activity change, negative = inhibition, hits mostly inhibitors | 340,000 tested, under 10 active; active means well fitted inhibition curve with a large enough effect in the main read-out, with a control signal flat, not every such curve was filed as active; inconclusive means small, poorly fitted or top-dose-only effect, or effect the other way, or a change in a side signal; inactive means no such curve, though single readings can be large or run the other way; further: potency means the concentration at half of the fitted maximal effect; % of control where 0% means no effect
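Steps: Tsg101 binding domain dispensed (10 uM final), compounds pinned in DMSO, FITC-labeled PTAP-motif peptide added (50 nM final); after 20 min binding at room temperature, polarization measured.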
MBNL1-CUG inh = blocks human MBNL1 binding to CUG repeat RNA. Q9NR56. TR-FRET MBNL1-His/biotin-(CUG)12 binding, 665/545 ratio. Potency, µM (series often up to 57.5 µM), for the others: top-dose activity change, negative = inhibition, hits mostly inhibitors. hit rate 0.036% among 280,000; active means well fitted inhibition curve with a large enough effect in the signal ratio, with a control signal flat, not every such curve was filed as active; inconclusive means small, poorly fitted or top-dose-only effect, or effect the other way, or a change in a side signal; inactive means no such curve, though single readings can be large or run the other way; the % refers to the signal ratio; further: potency means the concentration at half of the fitted maximal effect; on the % scale 0 is the no-effect control and ±100 the full control effect
Target sequence (Q9NR56 whole entry, looked up): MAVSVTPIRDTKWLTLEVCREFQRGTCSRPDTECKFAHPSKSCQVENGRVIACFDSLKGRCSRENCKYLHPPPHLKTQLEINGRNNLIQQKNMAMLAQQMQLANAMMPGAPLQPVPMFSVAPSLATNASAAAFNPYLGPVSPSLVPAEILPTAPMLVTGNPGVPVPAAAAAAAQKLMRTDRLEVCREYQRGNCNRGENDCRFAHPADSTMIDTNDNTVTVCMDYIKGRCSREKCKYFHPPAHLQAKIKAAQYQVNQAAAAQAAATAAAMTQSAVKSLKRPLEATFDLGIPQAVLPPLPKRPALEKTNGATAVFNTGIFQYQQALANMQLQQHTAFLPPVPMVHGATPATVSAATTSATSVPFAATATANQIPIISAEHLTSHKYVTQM
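His-tagged MBNL1 binding to biotinylated (CUG)12 RNA was measured by TR-FRET using terbium anti-His antibody (0.055 ng/ul final) and streptavidin-XL665 (5 nM final). Compounds were titrated 92 nM to 58 uM; 60 min at room temperature.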
Mito fusion yeast = mitochondrial division inhibition or fusion activation | hit rate 0.23% among 320,000 | AID 485298 | S. cerevisiae fusion-defective mutant growth rescue, CellTiterGlo 48 h | Potency, µM (series often up to 46.1 µM), without a hit: at the highest dose growth rescue (activation), hits mostly activators;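 further: potency means the concentration at half of the fitted maximal effect; % of control where 0% means no effect; nearly all actives have a fitted effect of over 45% in size; temperature-sensitive fusion mutants such as fzo1-1 at 37 °C on non-fermentable ethanol glycerol medium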
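S. cerevisiae fusion-defective temperature-sensitive mutants (e.g. fzo1-1, mgm1-5) grown 48 h at 37C in YPEG (ethanol/glycerol non-fermentable) medium with 23 nl compound per well; growth rescue read as CellTiterGlo luminescence.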
Active calls of the source: *; i = inactive; ? = inconclusive; . = not tested or not shown; & = joins results of further samples; [ ] = another dose, or the depositor's remark. Unless noted, the call rests on the fitted dose curve; in most records, active means well fitted curve in the direction sought with a large enough effect; inconclusive means small, poorly fitted or top-dose-only effect, or another doubt; inactive means no such curve, though single readings can be large; an effect the other way counts as inactive or inconclusive.

SMILES	AT treatment	ASM inhibitor	Menin-MLL TR inh	CXXC DNA block	a7 integrin act	TSHR antagonist	TCR act	TSG101-PTAP inh	MBNL1-CUG inh	Mito fusion yeast
O=C(CN1CCN(c2ccccc2F)CC1)NC(=O)NC1CCCCC1	6%	6%	.	.	2%	-16	-2%[46.1 µM]	-7%	.	.
CNC(=O)c1ccccc1F	0%	6%	0%	14%	22%	4	1%	-5%	-1%	-2%
CCOC(=O)CNS(=O)(=O)c1ccc(S(=O)(=O)N2CCCC2)cc1	11%	6%	-2%	-4%	-20%	9	5%	-5%	-5%	-1%
C#CCOCCOCCOCCNc1nc(N2CCN(C(=O)C([C@@H](C)CC)n3cc(C(N)CO)nn3)CC2)nc(N2CCN(C(=O)[C@H](CCC(=O)O)n3cc(C(N)[C@H](C)CC)nn3)CC2)n1 (some centres undefined)	10%	.	.	0%	.	5	.	.	-3%	-4%
O=C(c1cc(-c2ccc3c(c2)OCO3)on1)N1CCN(c2ccccc2)CC1	.	-17%	-3%	8%	6%	-34	5%	1%	-11%	13%
COc1cccc(NC(=O)c2nn(C34CC5CC(CC(C5)C3)C4)cc2[N+](=O)[O-])c1	-1%	-5%	20%	3%	-18%	-17	-1%	0%	?	5%
CCN(CC)S(=O)(=O)c1ccc2c(c1)N(CC(=O)NCc1ccccn1)C(=O)CO2	7%	1%	.	15%	-12%	-9	1%	-1%	-2%	3%
COCCn1nnnc1C(c1cccs1)N1CCN2CCCC2C1 (centres undefined)	0%	0%	1%	-4%	-5%	-5	4%	-2%	-15%	6%
CCOc1cc(N2CCOCC2)c(OCC)cc1NC(=O)COC(=O)c1ccc(Cl)cc1N	-13%	4%	.	.	-1%	-6	-2%	-12%	.	1%
Cc1nn(CC(=O)N2CC(=O)Nc3ccccc32)c(C)c1[N+](=O)[O-]	2%	1%	-9%	5%	-10%	-2	0%	0%	1%	-1%
CC(C)c1nnc(NC(=O)CSc2nc3ccccc3[nH]2)s1	0%	-1%	3%	14%	24%	-6	-5%	-2%	-19%	-8%
CCCc1nnc(SCC(=O)Nc2ccc(NC(C)=O)cc2)n1-n1cccc1	-5%	1%	.	.	11%	-3	-1%	0%	.	0%
CC(CCN1C(Nc2ccccc2)=NC[C@@H]1Cc1ccccc1)c1ccccc1 (some centres undefined)	-4%	-5%	-10%	?	0%	-2	3%	-1%	0%	-8%
O=C(NC1CCCCCCC1)c1ccc(Br)cc1	.	1%	.	.	?	.	-44%	0%	.	.
CC(C)C[C@@H](CNCC(=O)[C@H](CC(C)C)NC(=O)c1[nH]cnc1C(=O)N[C@H](CN)CC(C)C)NC(=O)c1nc[nH]c1C(=O)N[C@@H](Cc1ccccc1)C(=O)O	.	0%	.	.	14%	.	-1%	-4%	.	.
O=C(c1ccco1)N1CCN(c2nc3ccccc3n3nnnc23)CC1	6%	-1%	-27%	21%	9%	-5	6%	-4%	?	4%
CCOc1cc(-c2cc(-c3ccc(N)cc3)nc(N)c2C#N)ccc1O	22%	i	?	5%	-10%	0	4%	-3%	26%	4%
Cc1cc(C)n2nc(SCC(=O)Nc3ccc(F)cc3[N+](=O)[O-])nc2n1	4%	-2%	.	.	-6%	.	-2%	-1%	.	.
Cc1ccc(NS(=O)(=O)c2cc([N+](=O)[O-])ccc2NNC(=S)Nc2cc(C)ccc2C)c(C)c1	-11%	?	?	-6%	-60%[inhibitor]	16	0%[46.1 µM]	0%	11%	2%
CC(=O)Nc1ccc(S(=O)(=O)NCC(=O)OCC(=O)N2CCN(c3ccccc3)CC2)cc1	8%	-4%	4%	4%	10%	-4	-1%[46.1 µM]	-1%	-3%	-6%
CCC(C)NS(=O)(=O)c1ccc(S(=O)(=O)N2CCCC3(CCCCC3)C2)cc1 (centres undefined)	1%	-5%	-6%	6%	-55%[inhibitor]	-34	-3%	-12%	0%	4%
CCOC(=O)c1ccccc1OC(=O)Oc1ccccc1C(=O)OCC	.	4%	.	.	-1%	.	13%	-3%	.	.
O=C(Nc1ccc2c(c1)OCO2)C1CC(=O)N(CCc2ccccc2)C1 (centres undefined)	3%	1%	-1%	-3%	27%	1	2%	-3%	-3%	8%
COc1ccc(CCNC(=O)COC(=O)c2cc(S(=O)(=O)NCc3ccccc3)ccc2O)cc1OC	-10%	0%	.	3%	?	-3	-7%	0%	7%	5%
CCCc1cc(=O)oc2cc(OCC(=O)NCCCn3ccnc3)c(Cl)cc12	7%	5%	-17%	-4%	-4%	-3	-6%	-8%	0%	-2%
(more compounds)
SMILES	AT treatment	ASM inhibitor	Menin-MLL TR inh	CXXC DNA block	a7 integrin act	TSHR antagonist	TCR act	TSG101-PTAP inh	MBNL1-CUG inh	Mito fusion yeast
O=C(/C=C/c1cccc(Cl)c1)Nc1ccncc1	-2%	-2%	43%[activator]	2%	8%	6	-4%	-7%	?	-3%
CC(C)n1c(O)c(N=NC(=O)Cn2ccc(C(F)(F)F)n2)c2ccccc21	-2%	-9%	14%	?	5%	9	-3%[46.1 µM]	0%	?	-6%
COCCN(CC(=O)Nc1cccc(C)c1)S(=O)(=O)c1ccc(S(=O)(=O)N2CCCC2)cc1	22%	0%	3%	3%	10%	3	-2%	0%	-6%	-4%
COc1ccc(OCCCc2c(C)n[nH]c2C)cc1	0%	1%	6%	27%	-4%	-8	1%	0%	3%	-5%
CC(=O)Nc1ccc(SCC(=O)O)cc1	-2%	5%	17%	-2%	-5%	5	-4%	-3%	-4%	-3%
O=C(OCC#CCSc1nnc(-c2cccc3ccccc23)o1)c1ccc(F)cc1	2%&8%	-7%	.	.	.	0&-11	5%	-4%	.	-5%
Cc1cc(NC(=O)COC(=O)c2oc3c(ccc4ccccc43)c2C)no1	5%	0%	-25%	-1%	-29%	17	-3%[46.1 µM]	0%	-2%	2%
O=c1c2c(nc3cc(-c4ccccc4)[nH]n13)CCS2	4%	2%	-22%	1%	-9%	-11	0%	-1%	6%	1%
O=C(CSc1nnc(CNC(=O)c2ccccc2)o1)NCC1CCCO1 (centres undefined)	11%	-1%	.	1%	1%	-5	12%	-5%	2%	0%
Cc1cc(C(F)F)n2nc(C(=O)Nc3ccc(S(=O)(=O)N4CCCCCC4)cc3)nc2n1	.	-16%	.	.	-24%	.	23%	0%	.	.
CCC(C#CCN1CCCCC1)(CC)OCCC#N	3%	1%	?	10%	1%	-6	-3%	-5%	-2%	-3%
CCOC(=O)c1c(-c2ccc(-c3ccccc3)cc2)csc1NC(=O)CCC(=O)O	1%	-13%	21%	0%	?	-18	1%	-4%	-5%	-77%[inhibitor]
Cc1ccc(NC(=S)NC(=O)c2ccc(-c3ccccc3)cc2)cc1	.	0%	.	.	-8%	.	0%	-4%	.	.
Cc1ccc(S(=O)(=O)N2CCC(C(=O)Nc3nnc(-c4ccc(F)cc4)s3)CC2)cc1	-5%	5%	-9%	1%	3%	3	3%	-1%	.	-5%
CN(CC(=O)Nc1cccc2ccccc12)c1ccc(S(=O)(=O)N2CCOCC2)cn1	9%	1%	9%	-1%	-1%	-9	-5%	-3%	8%	-1%
COc1ccc(Cl)cc1NC(=O)CCc1nnc2ccc(N3CCN(C)CC3)nn12	26%	3%	.	8%	?	20	-3%	-7%	-5%	0%
COc1ccc(/C(C#N)=C/c2c(-c3ccc(Cl)cc3)nc3c(C)cccn23)cc1	0%	-9%	14%	18%	14%	14	10%	1%	-7%	0%
Cc1nc(NCc2ccccc2)c2cc[nH]c2n1	-3%	0%	5%	-3%	7%	7	2%	0%	?	2%
O=C(NC(=O)N1CCN(c2ccccc2F)CC1)c1ccccc1	6%	7%	-1%	-20%	5%	3	1%	-3%	-1%	3%
CCCS(=O)(=O)N1CCN(C(=O)COc2ccc(OC)cc2)CC1	-2%	3%	8%	10%	34%	-5	.	-3%	-3%	-2%
C=CCOc1ccc(C=NNc2ccc(S(=O)(=O)Nc3ccccc3C(=O)O)cc2[N+](=O)[O-])cc1OC	-5%	?	.	.	15%	.	1%	-26%	.	.
O=C(NNC(=O)c1ccc([N+](=O)[O-])cc1)c1ccc(F)cc1	.	-1%	.	.	-3%	.	0%	-2%	.	.
CC(CCc1ccccc1)NC(=O)Cc1ccc([N+](=O)[O-])cc1 (centres undefined)	-4%	1%	4%	2%	-6%	-5	7%[46.1 µM]	-2%	?	-3%
O=C(CSc1nnnn1-c1ccc(C(=O)O)cc1)NC1CC1	17%	-1%	.	12%	-2%	1	3%	-9%	-2%	1%
COc1ccc(CCNC(=O)CSc2nnc(Cc3csc(N)n3)n2C)cc1OC	1%	0%	3%	-3%	-14%	1	0%	-1%	-8%	-4%

These rows are one share of the data (hit frequency here may not be typical).
